CHO-K1 Ca antag – counter-screen for M1 antagonists: effect in parental CHO-K1 cells | AID 602250 | ATP-induced calcium, Fluo-8 fluorescence | 360,000 tested, 0.6% active | inhibition, % at 3 µM;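 active = inhibition above a per-plate cutoff, the plate's mean sample inhibition plus 3 SD, cut at about 24% in these data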;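 also: 0% = DMSO plus EC80 ATP and 100% = DMSO alone without ATP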
M1 ag – human M1 muscarinic receptor agonists, primary screen, Fluo-8 calcium fluorescence, CHO-K1 cells, HTS; 360,000 tested, 0.33% active; CHO-K1 hM1, agonist mode; 0% DMSO, 100% acetylcholine EC100; Muscarinic acetylcholine receptor M1 (Homo sapiens), P11229; activation, % at 3 µM;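 active = activation above the run's mean compound activation plus 3 SD, cut at about 16% in these data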;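 also: peak over basal fluorescence ratio within a 140 s kinetic read after compound addition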
Target sequence (P11229 whole entry, looked up): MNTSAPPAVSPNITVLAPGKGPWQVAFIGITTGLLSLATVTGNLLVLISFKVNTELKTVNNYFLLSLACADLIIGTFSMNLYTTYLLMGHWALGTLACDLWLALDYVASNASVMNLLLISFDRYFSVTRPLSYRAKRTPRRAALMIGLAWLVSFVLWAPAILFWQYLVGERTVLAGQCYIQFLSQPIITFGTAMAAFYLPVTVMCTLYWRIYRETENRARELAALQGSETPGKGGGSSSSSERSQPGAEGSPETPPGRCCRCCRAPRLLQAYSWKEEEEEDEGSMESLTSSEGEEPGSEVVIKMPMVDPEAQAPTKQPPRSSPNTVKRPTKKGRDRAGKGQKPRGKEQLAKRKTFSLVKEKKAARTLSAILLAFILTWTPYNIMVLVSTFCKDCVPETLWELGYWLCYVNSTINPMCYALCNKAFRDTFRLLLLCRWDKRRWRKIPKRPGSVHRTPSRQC
M1 ag parental – counter-screen for M1 agonists: effect in parental CHO-K1 cells; activation, % at 3 µM; Fluo-8 calcium fluorescence; scaled to maximal ATP response, vehicle zero; 360,000 tested, 0.48% active; in the data active = activation above about 15%;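 also: untransfected CHO-K1 host cells lacking M1 receptor as counterscreen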
TAAR1 agonist – human TAAR1 agonists, primary screen, Fluo-8 calcium fluorescence, CHO RD-HGA16 cells. Trace amine-associated receptor 1 (Homo sapiens), Q96RJ0. vehicle wells 0%, saturating PEA agonist 100%. activation, % at 3 µM. 360,000 tested, 0.99% active. AID 624467, 2012;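 active = activation above the mean activation of all test compounds in the run plus 3 SD, cut at about 38% in these data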
Target sequence (Q96RJ0 whole entry, looked up): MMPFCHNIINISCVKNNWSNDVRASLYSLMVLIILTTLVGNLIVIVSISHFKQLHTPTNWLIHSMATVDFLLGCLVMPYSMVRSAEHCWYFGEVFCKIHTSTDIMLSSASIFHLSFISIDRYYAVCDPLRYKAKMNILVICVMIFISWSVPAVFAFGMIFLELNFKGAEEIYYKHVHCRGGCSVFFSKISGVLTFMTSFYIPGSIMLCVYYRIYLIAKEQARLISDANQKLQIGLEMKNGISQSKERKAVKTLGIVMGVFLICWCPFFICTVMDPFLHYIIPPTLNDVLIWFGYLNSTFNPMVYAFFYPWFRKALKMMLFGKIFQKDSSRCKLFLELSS
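Test system: RD-HGA16 (CHO) cells co-expressing Gα16 and hTAAR1; dosing: one-point dosing at 3 µM (nominal); timing: 17-24 h seeding, 75 min 37 °C dye, 30 min RT; signal: kinetic Fluo-8 calcium fluorescence; read-out basis: % activation relative to PEA EC100 response; controls: DMSO and PEA EC100; replicates: n 1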
M1 antag – human M1 muscarinic receptor antagonists, primary screen, CHO-K1 cells, Fluo-8 calcium fluorescence, 1536-well; Muscarinic acetylcholine receptor M1 (Homo sapiens), P11229; CHO-K1 hM1, ACh EC80 antagonist; inhibition, % at 3 µM; 360,000 tested, 1.3% active; AID 588852, 2011;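 active = percent inhibition above its own plate's cutoff, namely the mean of that plate's compound wells plus 3 SD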;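 also: peak over basal fluorescence ratio during 140 s after agonist addition; 0% = ACh EC80 plus DMSO and 100% = DMSO alone without agonist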
M1 PAM – human M1 muscarinic receptor positive allosteric modulators, primary screen, CHO-K1 cells, Fluo-8 calcium fluorescence, 1536-well; CHO-K1 hM1, ACh EC20; 0% = ACh EC20, 100% = maximal ACh; activation, % at 3 µM; 360,000 tested, 0.088% active; AID 588819, 2011; in the data active = activation above about 19%, passing the limit was not always enough
CHO parental Ca – ATP-evoked calcium signal inhibitors, parental CHO, primary screen, counter-screen for OX1R antagonist project, cell-based, fluorescence, Fluo-8 calcium dye | 330,000 tested, 0.63% active | parental CHO-K1, ATP-induced calcium, Fluo-8 fluorescence | inhibition, % at 5.6 µM;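 active = inhibition above that plate's mean sample inhibition plus 3 SD, cut at about 26% in these data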;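 also: 0% = ATP-challenged DMSO wells and 100% = DMSO wells without ATP; some compounds past the cut are filed as inactive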
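Measured by: calcium-sensitive Fluo-8 fluorescence / Test system: CHO parental line / Controls: ATP-challenged DMSO wells low, unchallenged DMSO wells high / Measure: % inhibition / Compound: single nominal dose of 5.6 µM per compound / Replicates: single well per compound, no replicates / Reagent: ATP as calcium-mobilizing challenge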
CHO-K1 Ca PAM – nonselective calcium activators in parental CHO-K1 cells, primary screen, counter-screen for M1 PAM project, cell-based, Fluo-8 calcium fluorescence, full deck, 1536-well; ATP EC20; 0% at ATP EC20, 100% at ATP max; activation, % at 3 µM; 360,000 tested, 0.02% active; AID 602247, 2012;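 active = activation above the run cutoff, the mean activation of all test compounds plus 3 SD, cut at about 40% in these data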;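 also: peak over basal fluorescence ratio in a 140 s read after ATP addition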
TAAR1 antagonist – human TAAR1 antagonists, primary screen, Fluo-8 calcium fluorescence, CHO RD-HGA16 cells; 360,000 tested, 1.5% active; inhibition, % at 3 µM; antagonist; Trace amine-associated receptor 1 (Homo sapiens), Q96RJ0;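 active = inhibition above a per-plate cutoff, the mean inhibition of test compounds on that plate plus 3 SD, cut at about 49% in these data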;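 also: 0% = DMSO plus EC80 beta-PEA response and 100% = DMSO alone without agonist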
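Assay system: RD-HGA16 CHO cells with stable hTAAR1 and Gα16 / Reagent: EC80 β-phenethylamine stimulus / Doses: 3 µM, single point / Timing: dye loading 75 min at 37 °C, then 30 min room temperature / Measured by: Fluo-8 intracellular calcium dye fluorescence, real-time kinetic reads / Controls: vehicle wells and EC80 agonist wells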
An asterisk follows results filed as active; . = not tested or not shown.

SMILES	CHO-K1 Ca antag	M1 ag	M1 ag parental	TAAR1 agonist	M1 antag	M1 PAM	CHO parental Ca	CHO-K1 Ca PAM	TAAR1 antagonist
CCOC(=O)C1CN(S(=O)(=O)c2ccccc2)CCN1S(=O)(=O)c1ccccc1 (stereo not drawn)	-7	-5	0.8	7	5	-2	-11	-1	-1
Brc1ccc(-c2csc(NNC3=NCCCCC3)n2)cc1	-7	-5	0.1	14	18	-11	-20	21	-8
O=C(NC(=S)NCC1CCCO1)c1ccccc1 (stereo not drawn)	-11	-9	0.1	5	-2	2	-7	19	-13
COc1ccc(S(=O)(=O)N[C@@H](C)C(=O)OCC(=O)Nc2cc3oc4ccccc4c3cc2OC)cc1	2	-4	4.9	6	10	-4	6	9	16
CC1=NOC2(C1)/C(=N/O)CCC/C2=N\O (stereo not drawn)	-15	-2	0.6	4	-3	6	-10	15	-21
CCCN1CCC(N2CCN(c3cccc(C(F)(F)F)c3)CC2)CC1	-2	-13	0.3	11	3	-6	-5	-2	2
Cc1cc(C(=O)N(C)CC2CCCN(CCc3ccc(F)cc3)C2)c(C)o1 (stereo not drawn)	-7	-7	-0.2	4	19	-17	-25	10	-20
COc1ccccc1C1CC(=O)Oc2c(C(C)C)ccc(C)c21 (stereo not drawn)	-10	2	2.8	0	-9	9	-7	13	5
CCCCNc1cc(=O)n(C)c(=O)[nH]1	10	-2	6.1	0	-1	1	-10	7	0
O=C(NN=C(Cc1ccccc1)Cc1ccccc1)c1ccc(F)cc1	-5	-10	0.2	-1	-12	8	-8	24	6
CCOc1ccc(NC(=O)CCC(=O)NNC(=O)COc2ccc(C)cc2Br)cc1	-13	-5	0.5	-1	-2	2	-15	13	-20
Cc1cc(C)c2nc(N3CCCN(C(=O)c4ccco4)CC3)c(C#N)cc2c1	-6	-6	0.7	11	-4	6	-27	17	-5
O=C(Nc1ccccc1N1CCCCC1)c1ncoc1-c1ccc(F)cc1	-6	-4	0.2	-1	-1	8	-19	1	-10
CN(C)C(CNC(=O)c1cc(S(=O)(=O)N(C)c2ccccc2)ccc1Cl)c1ccccc1 (stereo not drawn)	0	-1	6.0	1	6	1	-16	9	-14
CCCn1nc(C(=O)NC2CCCC2)c2ccccc2c1=O	-19	-5	0.0	-2	-2	2	-8	14	-2
CCCC(=O)Nc1c(-c2ccc(OC)cc2)c(=O)c2ccccc2n1C	-14	-2	-0.1	3	-3	8	2	2	15
N#CC1=C(N)C(C#N)(C#N)C(c2ccc[nH]2)C2CCCC=C12 (stereo not drawn)	-17	-4	2.9	5	-10	3	3	16	-1
Cc1ccc(S(=O)(=O)N2CCOCC2)cc1C(=O)N1CCOCC1	-7	-1	-0.2	1	17	-2	-7	-5	6
Cc1cc(C(=O)Nc2ccccc2Cl)c2ccccc2n1	-5	-3	1.3	7	-3	0	-26	11	-12
CC(=O)Nc1nc(CC(C)C)cc(-c2ccccc2)c1C#N	-11	-6	0.7	-1	0	5	-11	9	9
CN(c1ccc(OC(=O)c2ccc(-n3cncn3)c([N+](=O)[O-])c2)cc1)S(=O)(=O)c1ccccc1	-12	-2	11	11	9	-13	0	-13	26
CCN(CC)CCCNC(=O)Cn1ncn2cccc2c1=O	-5	-3	0.0	7	-2	2	7	-5	-25
CC(C)Cn1c(=O)n(C)c(=O)c2[nH]cnc21	0	-3	-0.2	0	-17	-2	-8	14	-10
COc1ccc(C(F)(F)F)cc1N/C=C/c1nnnn1-c1ccc(C)cc1	-11	-3	0.5	2	-8	2	-15	16	-9
Cc1cccc(-n2ncc3c(Nc4ccc(F)cc4)ncnc32)c1	-7	-4	0.1	1	8	-6	-17	-4	25
CN(C)/C=N/n1cnc2ccccc2c1=O	-6	-3	-0.1	1	14	-3	-9	11	-12
Cc1ccccc1S(=O)(=O)N(C)C[C@H]1OCc2cn(nn2)CCCC(=O)N([C@@H](C)CO)C[C@@H]1C	-11	5	0.5	3	-31	10	.	-7	-21
O=S1c2ccccc2Nc2ccccc21	-11	-5	0.4	4	1	27*	-7	9	-5
CCc1ccc(NS(=O)(=O)c2cc3c(cc2C)n(C)c(=O)c(=O)n3C)cc1	-3	-3	1.1	0	-6	2	-5	15	-13
O=C(/C=C/c1ccco1)Oc1cc(Br)cc(/C=N/NC(=O)c2ccccc2O)c1	2	3	1.3	13	-7	-1	-7	-7	20
CC(CN1CCCC(C(N)=O)C1)c1ccccc1 (stereo not drawn)	-9	-14	-0.2	1	5	-3	-2	3	11
Cc1cccc(C)c1NC(=S)NCCc1ccc(O)c(O)c1	-16	-7	0.1	1	-9	4	-3	15	8
CN(C)CCNC(=O)c1ccc(COc2ccc(Cl)cc2Cl)cc1	-8	-4	2.1	8	31*	-14	-4	17	13
CCc1nccn1CCC(=O)N1CCCC(Nc2ccc(F)cc2)C1 (stereo not drawn)	6	-5	0.0	1	20	-13	-8	-12	-13
Cc1ccc(C(=O)NCCNC(=O)c2cccnc2)cc1	-15	-3	0.9	-1	-4	10	1	16	-13
C/C=C/c1ccc(OCC(O)CN2CCCCC2CC)c(OC)c1 (stereo not drawn)	-21	-9	1.5	3	1	-1	-18	12	5
COc1ccccc1C(=O)C1CCCN(Cc2cn[nH]c2C2CCCCC2)C1 (stereo not drawn)	13	-9	0.7	3	8	4	-16	-13	-10
C=CCNC(=S)N/N=C/c1ccc(C)cc1C	-4	-2	-0.2	8	-14	11	-1	-3	-18
CCn1c(-c2ccc3[nH]c(C)c(C)c3c2)n[nH]c1=S	-14	1	6.5	12	8	-4	-11	2	4
Cc1ccnn1Cc1cc(C(=O)O)c2ccccc2n1	-2	-5	1.0	12	-3	9	-14	20	-8
Cc1ccc(C(=O)NCC(=O)NCc2cc(=O)n(C)c(=O)n2C)cc1	-3	0	0.0	0	-10	14	1	15	-2
CC1CCN(S(=O)C23CC4CC(CC(C4)C2)C3)CC1 (stereo not drawn)	-7	1	-0.3	13	1	4	-1	17	-1
CCc1nnc(NC(=O)CCC(=O)N2CCCC2)s1	-2	-3	0.1	15	-3	2	-15	16	-10
CC(C)C(=O)N[C@@H]1c2ccccc2CC[C@H]1OCc1ccccc1	-23	-3	0.1	-1	-13	8	-13	27	-7
Nc1ccccc1CNc1nc(NCCO)nc2c1ncn2CCN1CCOCC1	-10	-2	0.3	5	-9	1	-4	9	4
Cc1cccc(NC(=O)c2ccc(NCC3CCCO3)c([N+](=O)[O-])c2)n1 (stereo not drawn)	-12	-2	3.7	4	2	4	-15	13	-32
O=C(CCc1ccc(S(=O)(=O)N2CCOCC2)cc1)Nc1ccc(F)cc1[N+](=O)[O-]	-5	-1	0.4	3	-1	-2	-8	9	-10
COc1c(Cl)cc(Cl)cc1C(=O)Nc1ccc(CN2CCOCC2)cc1	19	-6	0.0	1	-9	5	.	-17	-9
Cc1cccc2sc(NC(=O)CN3C(=O)C4CC=CCC4C3=O)nc12 (stereo not drawn)	-3	-1	-0.3	4	1	1	-3	-12	1
CNc1[nH]c(=O)[nH]c(=O)c1N=Nc1cc(Cl)ccc1Cl	-1	0	0.1	4	1	5	10	6	-15
C/C(=N\NC(=O)Cc1cccn1C)c1cccc2ccccc12	3	0	-0.8	1	-21	9	-9	5	9
Cc1ncoc1C(=O)N1CCCC(CCC(=O)NCc2ccc(F)c(F)c2)C1 (stereo not drawn)	-8	-8	0.4	-1	-8	6	-16	0	2
CCC(C(=O)NC1CCCC1)N(C(=O)Cn1nnc(-c2ccc(C)o2)n1)c1cccc(OC)c1 (stereo not drawn)	-10	-8	1.7	-1	1	0	-22	-1	-12
O=C(NCCc1ccccc1)c1ccnc(/C=N/O)c1	-17	-1	0.9	9	-9	6	10	9	-10
Nc1c(C(=O)NC2CC2)c2nc3ccccc3nc2n1-c1ccc2c(c1)OCO2	-10	-2	0.7	17	11	-5	-1	12	37
CCc1c(C)sc(NC(=O)c2cc(-c3cc(OC)ccc3OC)on2)c1C#N	-19	-3	1.4	6	-9	3	-9	18	-8
CC(OC(=O)c1ccc([N+](=O)[O-])o1)C(=O)Nc1nc(-c2ccc(F)c(F)c2)cs1 (stereo not drawn)	3	-4	6.9	6	14	-14	.	-12	59*
CCOC(=O)c1ccccc1NC(=O)c1n[nH]c(=O)c2ccccc12	-5	-6	0.3	3	0	-2	-7	15	-19
NC(=O)CC(NC(=O)Cc1cccc2ccccc12)c1ccc(NCCc2ccc(F)cc2)c([N+](=O)[O-])c1 (stereo not drawn)	12	-4	-0.4	18	8	-4	-12	-20	1
O=C(Nc1nnc(C2CC2)s1)C1COc2ccccc2O1 (stereo not drawn)	-16	-5	0.2	4	-5	0	-10	-8	12

More entries follow.
SMILES	CHO-K1 Ca antag	M1 ag	M1 ag parental	TAAR1 agonist	M1 antag	M1 PAM	CHO parental Ca	CHO-K1 Ca PAM	TAAR1 antagonist
O=C(Nc1ccccc1)c1cccc(S(=O)(=O)NC2CCCC2)c1	-8	-1	2.0	1	-3	3	-14	3	-14
N#Cc1ccc(-c2ccc(F)cc2)nc1Sc1ccc(F)cc1	8	-4	0.3	3	4	-3	-10	-7	12
Cc1ccc(Nc2nc(N)nc(CN3CCN(C)CC3)n2)cc1	-7	1	0.0	5	7	10	-4	13	-10
CCN(C[C@H]1N[C@@](Cc2ccccc2)(C(=O)OC)[C@H]2C(=O)N(C)C(=O)[C@@H]12)C(=O)Nc1ccc(F)cc1	-17	-3	-0.2	4	-10	7	-23	2	-14
Cn1c(=O)c([N+](=O)[O-])c(NCC(O)c2ccccc2)c2ccccc21 (stereo not drawn)	-12	-10	3.4	4	-10	5	-11	34	-14

Screening data (PubChem)
